# Screening results from PubChem.
# TbREL1 primary = TbREL1 inhibition, primary screen; TbREL1 RNA ligation, FRET fluorescence; inhibition, % at 9.66 µM; hit rate 0.49% among 89,000;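 active = inhibition above the mean inhibition across all screened compounds plus 3 SD, cut at about 11% in these data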;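 also: 0% = plate median of test wells and 100% = NSC42067 control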
# Target sequence (P86926 whole entry, looked up): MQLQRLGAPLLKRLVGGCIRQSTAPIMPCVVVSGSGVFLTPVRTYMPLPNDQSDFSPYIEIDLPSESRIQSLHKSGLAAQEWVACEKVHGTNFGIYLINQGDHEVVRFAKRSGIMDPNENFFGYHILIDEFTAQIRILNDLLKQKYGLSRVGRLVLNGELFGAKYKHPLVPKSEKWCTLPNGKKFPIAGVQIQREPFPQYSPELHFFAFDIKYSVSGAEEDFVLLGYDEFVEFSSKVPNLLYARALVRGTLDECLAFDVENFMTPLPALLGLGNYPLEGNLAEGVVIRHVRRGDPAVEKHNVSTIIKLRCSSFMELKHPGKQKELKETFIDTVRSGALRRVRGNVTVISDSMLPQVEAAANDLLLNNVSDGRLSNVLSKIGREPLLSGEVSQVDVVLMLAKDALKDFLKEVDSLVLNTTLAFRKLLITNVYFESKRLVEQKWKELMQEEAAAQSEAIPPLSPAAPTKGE
# An asterisk follows results filed as active. An excerpt, so the mix of outcomes need not match the whole.
SMILES,TbREL1 primary
Cc1sc2nc(CSCC(=O)N(CCC#N)c3ccccc3)[nH]c(=O)c2c1C,-3.5
CC1(N(O)/C=C2\C=CC=CC2=O)CCCCC1=O (stereo unspecified),1.9
O=C(Nc1ccccc1)c1cc(S(=O)(=O)NCc2ccncc2)ccc1Cl,5.5
COc1cccc(C(=O)c2c[nH]c(C(=O)NCc3ccco3)c2)c1,-0.1
FC(F)(F)COc1nc(N2CCOCC2)nc(N(c2ccccc2)c2ccccc2)n1,6.2
Cc1ccc(COCC(CC(C)C)N2CCN(C(=O)c3cccc(C(F)(F)F)c3)CCC2=O)cc1 (stereo unspecified),-2.4
Cc1ccc(SCc2cn3cccnc3n2)cc1,-1.2
O=C(CSc1nc(-c2ccccc2)cc(=O)[nH]1)Nc1ccccn1,-1.3
COc1ccccc1CCN1CCCC(CN(C)C(=O)c2ccc3nc[nH]c3c2)C1 (stereo unspecified),0.0
O=S(=O)(c1ccc2nnn(OCc3ccccc3)c2c1)N1CCOCC1,-1.2
CCOC(=O)c1cnc(-n2nc(C)cc2C)nc1Nc1ccc(N(C)C)cc1,2.6
CCOC(=O)c1ccc(NC(=O)NC2CCN(CC(=O)NCc3ccc4c(c3)OCO4)CC2)cc1,6.4
Cc1ccnc2c(N3C(=O)C4C5c6ccccc6C(c6ccccc65)C4C3=O)cccc12 (stereo unspecified),-1.9
NC(=O)C1CCN(c2ccnc3cc(Cl)ccc23)CC1,-1.2
Fc1ccc(-c2ccc3c(c2)C2CC3CCN2Cc2ccc3c(c2)OCO3)cc1 (stereo unspecified),3.6
C(=N\Nc1nc2ccccc2s1)/c1ccc2c(c1)OCO2,2.1
CCCCCCCC(O)CC(CC1CCCCC1)C(=O)NN (stereo unspecified),0.2
O=C(c1cc2ccccc2oc1=O)N(c1ccccc1)C1C=CS(=O)(=O)C1 (stereo unspecified),-1.1
COc1ccc(NC(=O)N2CCC(N(C)CCC(C)C)CC2)cc1OC,-0.1
O=C(CCCN1C(=O)c2cccc3cccc(c23)C1=O)Nc1nccs1,-2.0
C=CCN1C=C2C(=O)C(C)(OC(=O)CC)C(=O)C=C2C=C1CCCC (stereo unspecified),0.1
Nc1cccc(Oc2c(F)c(F)c(Oc3cccc(N)c3)c(F)c2F)c1,-1.6
CCCCN1C(=O)N(C)C2C1N(C)C(=O)N2CCCC (stereo unspecified),2.9
Cc1ccc(NC(=O)C2CC(=O)n3c(nc4ccccc43)N2)cc1Cl (stereo unspecified),3.2
Cc1cc(=O)c(C(=O)O)nn1-c1ccccc1[N+](=O)[O-],0.6
Cc1ccc(-c2cc(C(=O)NCCCN3CCOCC3)c3ccccc3n2)cc1C,-3.8
O=C(NCCS(=O)(=O)NCc1ccc(F)cc1)c1ccc2c(c1)OCO2,6.9
O=C(CSCc1nc2ccccc2[nH]1)Nc1ccccc1,-2.4
Cc1c(CN(C)C(=O)c2ccc(Br)o2)cnn1C,2.7
CCc1ccc(C(=O)N2CCCC2)s1,4.7
COc1ccc(NC(=O)c2ccc(NC(=O)CN(C)CC(=O)Nc3c(C)cccc3C)cc2)cc1,-3.8
Cc1csc(NC(C)c2nc3cc(Cl)c(N4CCCCC4)cc3n2CCOCCO)n1 (stereo unspecified),-6.2
Cc1ccc(S(=O)(=O)N2C[C@@H](C)[C@]3(C2)[C@H](O)[C@H](OC(=O)Nc2cccs2)C[C@H]2C(=O)N(c4ccccc4)C(=O)[C@H]23)cc1,2.0
COc1cccc(C#Cc2c(CO)[nH]c3ccccc23)c1,0.4
CCN(CC)S(=O)(=O)c1cccc(NC(=O)CNc2cccc(S(=O)(=O)N3CCCC3)c2)c1,-2.3
C[C@@]12C(=O)N(Cc3ccc(-c4ccccc4)cc3)CC(=O)N1[C@H](/C=C/c1ccccc1)[C@@H]1C(=O)N(c3ccccc3)C(=O)[C@@H]12,-1.1
O=C1CCC[C@@H]2CC(N3CCCCC3)C[C@@H]3CCN1[C@H]23 (stereo partly specified),3.4
CCn1c(COc2ccccc2)nc2ccccc21,0.6
CCC(C)NC(=O)c1ccc(C(=O)c2ccccc2)cc1 (stereo unspecified),1.3
CN(Cc1ccc(C(C)(C)C)cc1)Cc1cccc2ccccc12,6.9

# Among those listed so far, two have a CF3 group:
SMILES,TbREL1 primary
FC(F)(F)COc1nc(N2CCOCC2)nc(N(c2ccccc2)c2ccccc2)n1,6.2
Cc1ccc(COCC(CC(C)C)N2CCN(C(=O)c3cccc(C(F)(F)F)c3)CCC2=O)cc1 (stereo unspecified),-2.4

# Next part.
SMILES,TbREL1 primary
COc1cc(OC)cc(-c2c(-c3cccs3)c3cc(-c4ccc(OC)nc4)ccc3n2C)c1,0.9
CC1CCc2c(C(=O)Nc3ccc(OC(F)(F)F)cc3)csc2C1 (stereo unspecified),9.9
COc1ccc(C(=O)C2=NN(C(C)=O)CC2c2ccco2)cc1 (stereo unspecified),-3.7
COc1ccc(CC(=O)Nc2cccc(-c3nnc(-c4ccco4)o3)c2)cc1,5.2
FC(F)(F)c1cc(-c2ccccc2)nc(NCC2CCCO2)n1 (stereo unspecified),-2.9
CC(=O)Nc1ccc(NC(=O)c2c(-c3ccccc3Cl)noc2C)cc1,4.1
O=C(COC(=O)CCN1C(=O)C2CC=CCC2C1=O)Nc1ccc([N+](=O)[O-])cc1 (stereo unspecified),5.1
CCn1c(SCC(=O)OC)nnc1-c1ccncc1,0.6
Cc1nn(-c2ccccc2)c2c1C(=O)NC(=O)C(C)(C)C2,-0.1
COc1ccccc1Nc1nc(-c2ccc([N+](=O)[O-])cc2)nc2ccccc12,0.5
Cc1cc2nc(-c3ccc(F)cc3)c(Cc3ccsc3)n2c(C)c1Br,7.9
CC(=O)c1cc(C#N)c(SCC(=O)OC(C)(C)C)nc1C,6.0
C#CCOc1c(Cl)cc(C2C3=C(CCCC3=O)N(CC(=O)O)C3=C2C(=O)CCC3)cc1OC,-2.4
O=C(COC(=O)c1nsc(Cl)c1Cl)NC1CCCC1,6.3
CC(C)(C)c1ccc(C(CC(=O)O)NC(=O)CSc2ccccc2)cc1 (stereo unspecified),1.0
CCCCC[C@H](O)/C=C/[C@@H]1[C@H]2C/C(=C/CCCC(=O)O)O[C@H]2C[C@H]1O,0.5
CC(C)C(C(=O)Nc1cccnc1)N1C(=O)c2ccccc2C1=O (stereo unspecified),1.9
C=C(Br)CN1[C@@H](Cc2ccccc2)[C@H](O)[C@@]23C=C[C@@H](C[C@@H]2S1(=O)=O)O3,-0.7
O=C(NCCCN1CCCC1=O)c1nnc(Cc2c(F)cccc2Cl)o1,-3.4
CC(C)C(=O)Oc1ccc(CO)cc1[C@H](CCN(C(C)C)C(C)C)c1ccccc1,3.4

# 3 records drawn at random from those above, as already listed:
SMILES,TbREL1 primary
FC(F)(F)COc1nc(N2CCOCC2)nc(N(c2ccccc2)c2ccccc2)n1,6.2
COc1ccccc1CCN1CCCC(CN(C)C(=O)c2ccc3nc[nH]c3c2)C1 (stereo unspecified),0.0
COc1cccc(C(=O)c2c[nH]c(C(=O)NCc3ccco3)c2)c1,-0.1

# Following part.
SMILES,TbREL1 primary
COc1ccccc1CNC(=O)COC(=O)c1ccc(S(=O)(=O)N2CCCCC2)cc1,2.0
COc1ccccc1NCCC(=O)O,-4.2
Cn1cc(C(=O)c2ccc(Cl)cc2Cl)cc1C(=O)N/N=C(\N)COc1ccc(Cl)cc1Cl,1.3
O=C(Nc1cc(Cl)ccc1N1CCOCC1)c1ccncc1,-3.1
NS(=O)(=O)c1ccc(CCNC(=O)C2CCC(Cn3c(=S)[nH]c4ccccc4c3=O)CC2)cc1 (stereo unspecified),3.8
CC1CN(c2nc3ccccc3nc2C(C#N)C(=O)OC2CCCCC2)CC(C)O1 (stereo unspecified),-0.1
CCOc1ccc(NC(=O)C2CCC(CNc3c(N4CCCCC4)c(=O)c3=O)CC2)cc1 (stereo unspecified),0.6
COc1cc(-c2noc(C)c2C#CCO)cc(OC)c1OC,-0.3
Cc1cc(C)n(-c2nc(C)nc(N)n2)n1,-1.5
Cc1ccc2c(c1)[C@H]1[C@H](CO2)[C@H](c2ccccc2)[C@]2(C)C(=O)NCC(=O)N12,4.0
Cc1ccc2c(c1)c(N=NC(N)=S)c(O)n2Cc1ccccc1,-0.1
COc1cc(/C=C/C(=O)Nc2ccc(OC)c(S(=O)(=O)N3CCOCC3)c2)ccc1OC(F)F,3.5
O=C1CCCC2=C1C(c1cccc(Br)c1)n1nc(-c3ccco3)nc1N2 (stereo unspecified),9.1
O=C(NCc1cccnc1)c1cc(Cl)ccc1[N+](=O)[O-],3.1
COc1ccc(-c2nn(-c3ccccc3)cc2/C=N/N2C(=O)CSC2=S)cc1,4.9
Cc1nc(CSc2ccc(Cl)cc2)cc(N2CCOCC2)n1,2.3
CC1=CC(C)(C)NC(=S)N1c1cccc2ccccc12,-3.6
CC(=O)c1c(C)nc(-c2ccc3c(c2)OCO3)n1O,-2.7
OCC[C@H]1C[C@@H](O)[C@H](O)[C@@]2(CCCCO2)O1,1.7
Cc1cccc(N2C(=O)C(Cl)=C(N3CCOCC3)C2=O)c1,-0.2
COc1ccc(CN2C(=O)[C@@H]3C(c4ccccc4Cl)=NO[C@@H]3C2=O)cc1,-1.0
COc1cccc(CSc2nnc(-c3cccnc3)n2Cc2ccccc2)c1,0.0
CC1CCCN(C(=O)CCCNC(=O)c2ccc(Cl)cc2)C1 (stereo unspecified),-3.5
COc1cccc(/C=C(\C#N)C(=O)NC2CCS(=O)(=O)C2)c1 (stereo unspecified),-2.2
O=C(NCCc1c[nH]c2ccccc12)OCc1cn(-c2ccc(Cl)cc2)nn1,-1.3
COc1ccccc1/C=C/C=N/n1c(-c2cc(-c3ccccc3)n[nH]2)n[nH]c1=S,-0.5
O=S(=O)(Nc1ccc(Br)cc1)c1cccc(NC(=S)NCCN2CCOCC2)c1,-6.4
COc1ccc(Cl)cc1NC(=O)NC(C)c1ccncc1 (stereo unspecified),-0.2
Cc1ccc2nc(-c3cccc(Br)c3)cc(C(=O)NC3=NCCS3)c2c1,1.8
O=C(NC1CCCCC1)C(c1ccncc1)N(Cc1ccc2c(c1)OCO2)C(=O)c1cnsn1 (stereo unspecified),-3.0
Cc1nc(C)c(C(=O)O)c(-c2ccsc2)c1C(=O)O,2.3
C/C(=N/NC(=O)c1ccco1)c1cccc(NC(=O)c2ccc(C)o2)c1,1.0
Cc1cc(C)cc(NC(=O)CN2C(=O)NC(C)(c3ccccc3)C2=O)c1 (stereo unspecified),-6.2
CS(=O)(=O)Nc1ccccc1C(=O)Nc1cc2c(cc1C(=O)O)OCCCO2,-1.6
CCCC1CCC2(CCCN2CCOC(=O)Nc2ccc(OC)cc2)CC1 (stereo unspecified),10.3
CN(C)CCNC(=S)Nc1ccccc1Cl,1.0
CCOC(=O)C1=C(c2ccc(OC)cc2)C(=O)c2ccccc2C1=O,1.1
C/C(=N\NC(=O)c1cccnc1)c1ccc(OC2OCCOC2Oc2ccc(/C(C)=N/NC(=O)c3cccnc3)cc2)cc1 (stereo unspecified),-0.4
CC(C)C[C@H]1COc2cc(Br)ccc2S(=O)(=O)N1Cc1ccc(Cl)cc1,1.2
CCN(CC)CCNC(=O)c1ccc(NC(=O)c2ccccc2-c2ccc(C(F)(F)F)cc2)cc1,8.8
Cc1cccc(OCCNC(=O)c2ccc(Cl)c(S(=O)(=O)NCc3cccnc3)c2)c1,3.4
COc1cccc(NC(=S)NN2C(C)CCCC2C)c1 (stereo unspecified),-3.7
O=C(COc1ccc(-c2ccccc2)cc1)N/N=C/c1cc(O)ccc1Br,-1.8
CCC(C)NC(=O)CNc1nnnn1-c1ccccc1 (stereo unspecified),0.1
Cc1ccc(C)c(NC(=S)NNC(=O)c2ccco2)c1,-3.4
COc1ccc([C@H]2CC(=O)C=C(c3cccc(C(F)(F)F)c3)C2)cc1,-0.9
Cc1ccc(N2C(=O)CC(NCc3ccc4c(c3)OCO4)C2=O)cc1Cl (stereo unspecified),8.6
O=[N+]([O-])c1ccc(-c2nc(-c3cccs3)c(-c3cccs3)[nH]2)cc1,0.8
COC(=O)[C@]12CCCCC=C1N(CCC1=CCCCC1)C(=O)[C@H](CC(=O)NCCCCc1ccccc1)C2,-1.7
O=C(c1cccc(Cl)c1)N1CCC2CC1c1cc(-c3ccccc3)ccc12 (stereo unspecified),-0.5
Cc1ccc(-c2cc(C(=O)N/N=C/c3ccco3)[nH]n2)cc1,1.4
Cc1ccc(NS(=O)(=O)c2cc3[nH]c(=O)c(=O)[nH]c3cc2C)c(C)c1,3.8
CCOC(=O)C(Cc1ccccc1)NC(=O)CNC(=O)CNC(=O)OCc1ccccc1 (stereo unspecified),-2.7
C[C@H]1[C@@H](OC(=O)NCCc2c[nH]c3ccccc23)CC[C@@]23CCCN2C(=O)CCC[C@@H]13,-7.3
CC(Sc1nnc2c(n1)C1(C)CCC2C1(C)C)C(=O)Nc1ccccc1 (stereo unspecified),-2.1
CCOC(=O)c1c(CC(C)C)csc1/N=C/C1C(=O)CCCC1=O,-5.7
CC(C)N(CCn1c(=S)[nH]c2ccccc2c1=O)C(C)C,1.8
O=C1C2C(c3ccccc3)C=CC(c3ccccc3)C2C(=O)N1CCCO (stereo unspecified),5.5
Cn1c(=O)c2cc(NC(=O)Cc3cccnc3)ccc2n1-c1ccc2ccccc2c1,0.7
CC1(C)CC(NC(=O)C(C)(C)Oc2ccc(Cl)cc2)CC(C)(C)N1,1.1
# More records follow.
SMILES,TbREL1 primary
O=C1c2cccnc2C(Nc2ccc(S(=O)(=O)N3CCCCCC3)cc2)N1Cc1ccccc1 (stereo unspecified),-1.1
COc1ccc(C(=O)O)cc1S(=O)(=O)Nc1ccccc1-c1ccccc1,-0.9
N#CC1=C(N)Oc2c(oc(CO)cc2=O)C1c1ccsc1 (stereo unspecified),2.2
CC(C)CC(=O)Nc1nnc(SCC(=O)Nc2ccc3c(c2)OCO3)s1,-0.8
Cc1cc(CNC(=O)c2cc(Br)ccc2Cl)nn1C,6.2

# Structures listed so far that have a cyano group:
SMILES,TbREL1 primary
Cc1sc2nc(CSCC(=O)N(CCC#N)c3ccccc3)[nH]c(=O)c2c1C,-3.5
CC(=O)c1cc(C#N)c(SCC(=O)OC(C)(C)C)nc1C,6.0
CC1CN(c2nc3ccccc3nc2C(C#N)C(=O)OC2CCCCC2)CC(C)O1 (stereo unspecified),-0.1
COc1cccc(/C=C(\C#N)C(=O)NC2CCS(=O)(=O)C2)c1 (stereo unspecified),-2.2
N#CC1=C(N)Oc2c(oc(CO)cc2=O)C1c1ccsc1 (stereo unspecified),2.2
